NOD2-RIPK2 inh: blocks binding of human NOD2 to RIPK2 | AID 624267 | inhibition, % at 4.98 µM | O43353 | CHO BLA complementation NOD2-RIPK2, CCF4 ratio | 360,000 compounds, 0.38% hits; in the data active means inhibition above about 21%;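 further: 0% = vehicle only and 100% = reference blocker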
Vif inh: blocks HIV Vif function; AID 602346; inhibition, % at 7.49 µM; 340,000 compounds, 0.35% hits; HEK293T cells, Vif self-association by quenched fluorescence, imaging, 24 h; in the data active means inhibition above about 50%, passing the limit was not always enough; inconclusive means no clear call, values can overlap the other calls; inactive means below about 31%; further: some results filed as inactive read as strong as hits
SRC2 inh: inhibits human steroid receptor coactivator 2 | Q15596 | HEK293 GAL4-SRC2 luciferase reporter, luminescence | inhibition, % at 9 µM | 370,000 compounds, 0.17% hits | AID 651957;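 active means inhibition above the mean inhibition of all tested compounds plus 3 SD, set per campaign, cut at about 52% in these data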;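 further: 0% = DMSO treated cells and 100% = cells given Gossypol at 36 µM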
NR5A2 inv ag: inverse agonists of human LRH-1 (NR5A2). O00482. AID 602396. 360,000 compounds, 0.13% hits. HEK293T StAR-luciferase reporter, LRH-1 transfected, 24 h. inhibition, % at 3.6 µM;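 active means inhibition above the mean inhibition of all tested compounds plus 3 SD, cut at about 73% in these data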;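 further: 0% = DMSO wells and 100% = reporter-only cells lacking LRH-1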
Target sequence (O00482 whole entry, looked up): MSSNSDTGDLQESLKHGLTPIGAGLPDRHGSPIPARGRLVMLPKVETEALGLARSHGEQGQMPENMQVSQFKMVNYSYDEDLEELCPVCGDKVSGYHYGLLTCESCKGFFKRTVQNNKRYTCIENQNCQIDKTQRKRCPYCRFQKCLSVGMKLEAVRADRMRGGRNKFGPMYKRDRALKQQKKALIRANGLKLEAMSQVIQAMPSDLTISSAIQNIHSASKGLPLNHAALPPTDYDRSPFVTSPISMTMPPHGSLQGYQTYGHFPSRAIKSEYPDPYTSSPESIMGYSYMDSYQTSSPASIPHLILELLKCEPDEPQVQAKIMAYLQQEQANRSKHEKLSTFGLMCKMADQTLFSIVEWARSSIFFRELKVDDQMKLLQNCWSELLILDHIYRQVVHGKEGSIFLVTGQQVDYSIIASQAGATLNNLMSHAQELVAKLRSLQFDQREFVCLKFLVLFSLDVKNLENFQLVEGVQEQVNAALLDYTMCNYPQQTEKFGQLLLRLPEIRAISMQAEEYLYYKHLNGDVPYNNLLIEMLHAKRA
TROY signal inh: TROY signaling inhibition. Q293 LMP1-TROYcd NF-kB luciferase reporter, 4 h. inhibition, % at 10 µM. 360,000 compounds, 0.98% hits;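 active means compounds whose plate-normalised and pattern-corrected inhibition of the luciferase reporter signal at the single screening dose is 50% or more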
C8 TRAIL sens: sensitizes caspase-8 expressing cells to TRAIL; NB7+C8 cells + TRAIL, ATPlite viability luminescence; inhibition (viability loss, TRAIL sensitization), % at 10 µM; 360,000 compounds, 1% hits;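 active means compounds causing at least 50% loss of cell viability in the single-dose screen, relative to plate controls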
SRC3 inh: inhibitors of human steroid receptor coactivator 3 (SRC3) | Q9Y6Q9 | HEK293 GAL4-SRC3 luciferase reporter, luminescence | inhibition, % at 3.6 µM | 360,000 compounds, 0.17% hits | AID 588352;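 active means inhibition above a per-campaign cutoff, the mean of all compounds plus 3 SD, cut at about 60% in these data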;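 further: 0% = DMSO-treated cells and 100% = gossypol-treated cells at 36 µM; higher means less SRC3-driven luciferase light from the GAL4 reporter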
TLR9-MyD88 inh: TLR9-MyD88 interaction inhibition; Q9NR96+Q99836; CHO BLA complementation TLR9-MyD88, CCF4 FRET ratio; inhibition, % at 4.98 µM; 340,000 compounds, 0.21% hits;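 active means inhibition above the mean over all tested compounds plus 3 SD, cut at about 21% in these data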;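 further: 0% = DMSO only wells and 100% = clavulanate BLA inhibitor control wells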
NR2F2 inh: blocks human COUP-TFII nuclear receptor; 370,000 compounds, 0.7% hits; inhibition, % at 8.6 µM; HEK293T NGFI-A luciferase reporter, luminescence; P24468;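 active means inhibition above a per-plate cutoff, mean inhibition of test wells between control levels plus 3 SD, cut at about 38% in these data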;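 further: cells cotransfected with COUP-TFII expression vector driving the NGFI-A reporter; 0% = median of COUP-TF2 test wells and 100% = reporter-only cells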
Target sequence (P24468 whole entry, looked up): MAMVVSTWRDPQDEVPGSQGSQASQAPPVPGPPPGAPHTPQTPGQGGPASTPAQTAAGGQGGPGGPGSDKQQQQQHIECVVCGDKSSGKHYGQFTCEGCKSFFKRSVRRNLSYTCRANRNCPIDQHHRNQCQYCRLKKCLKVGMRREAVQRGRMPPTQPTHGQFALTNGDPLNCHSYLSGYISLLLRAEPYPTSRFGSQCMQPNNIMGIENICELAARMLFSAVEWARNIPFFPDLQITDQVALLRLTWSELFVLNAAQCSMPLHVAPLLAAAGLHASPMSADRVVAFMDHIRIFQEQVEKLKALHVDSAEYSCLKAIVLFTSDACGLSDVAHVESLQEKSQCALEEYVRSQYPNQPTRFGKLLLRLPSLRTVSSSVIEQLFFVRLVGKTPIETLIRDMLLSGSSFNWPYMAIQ
LMP1 NFkB inh: inhibitors of Epstein-Barr LMP1-induced NF-kappaB reporter; LMP1-induced NF-kappaB luciferase reporter cells, luminescence; inhibition, % at 12.5 µM; 350,000 compounds, 0.69% hits; AID 504558; in the data active means inhibition above about 41%; inconclusive means no clear call, values can overlap the other calls;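 further: 0% = neutral control wells and 100% = reference inhibitor control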
NCOA1 inh: inhibits human SRC1 coactivator; Q15788; HEK293 GAL4-SRC1 luciferase reporter, luminescence; inhibition, % at 3.6 µM; 360,000 compounds, 0.12% hits;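 active means inhibition above the campaign mean plus 3 SD, with each screening campaign given its own cutoff, cut at about 60% in these data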;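 further: 0% = DMSO treated cells and 100% = gossypol at 36 µM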
Starred values were filed as active, the others as inactive; ? = inconclusive; . = not tested or not shown.

item	Structure	NOD2-RIPK2 inh	Vif inh	SRC2 inh	NR5A2 inv ag	TROY signal inh	C8 TRAIL sens	SRC3 inh	TLR9-MyD88 inh	NR2F2 inh	LMP1 NFkB inh	NCOA1 inh
1	C/C=C(/C)C(=O)O[C@@H]1c2c(ccc3ccc(=O)oc23)O[C@@H]1C(C)(C)OC(=O)/C(C)=C\C	9	4	-4	4	-5	-12	-16	-2	-17	-5	3
2	CC1=NN(c2ccc(N)cc2)C(=O)C1	-7	-5	-3	9	-1	-8	11	8	-5	-7	-12
3	Cc1nn(CC(=O)NCC2CCCO2)c(C)c1[N+](=O)[O-] (stereo not drawn)	-9	0	-8	-17	20	-6	-6	0	-8	-58	22
4	COc1ccc(S(=O)(=O)NCc2ccncc2)cc1NC(=O)c1ccccc1	-10	-3	-8	12	-6	-5	14	-3	36	2	18
5	COc1ccc(C2=NN(C(=O)CCC(=O)O)C(c3cccs3)C2)cc1 (stereo not drawn)	-4	3	-13	-3	-42	10	14	7	11	3	-12
6	COc1ccc(C(O)(c2ccccc2OC)C(CN2CCOCC2)c2ccccc2)cc1 (stereo not drawn)	-8	-13	15	7	1	3	-5	1	6	16	7
7	O=C(c1cc(-c2ccc3c(c2)OCO3)on1)N1CCN(c2ccccc2)CC1	-8	6	-82	-68	65*	12	-51	5	-33	-29	-64
8	COc1ccc2c(c1OC)C(=O)N1C2SC(C)(C)[C@H]1C(=O)NCCCOC(C)C (stereo partly drawn)	3	-1	-29	6	10	-16	-5	-6	10	-6	-11
9	CC/C(C)=N/N1C(=O)c2ccccc2NC1(C)CC (stereo not drawn)	-9	-17	-56	-76	-29	-3	-29	-2	-16	-2	-43
10	Cc1cccc(N2CCN(C(=O)c3cc(S(=O)(=O)N(C)C)ccc3N3CCCC3)CC2)c1C	11	-2	4	14	29	-7	20	-5	3	-1	-6
11	CCOc1cc(-c2cc(-c3ccc(N)cc3)nc(N)c2C#N)ccc1O	-1	-15	-17	4	24	5	-13	-4	-14	-6	-34
12	O=C(CSCC(=O)OCC(=O)c1ccc(Br)cc1)Nc1cccc2ccccc12	-1	8	-1	-1	7	5	2	5	25	8	-18
13	CN(CCC#N)C(=O)COC(=O)c1ccc(Cl)c(S(=O)(=O)N(C)c2ccccc2)c1	-7	-11	-8	0	23	-3	1	-8	-11	11	-13
14	CCC(=O)c1ccc(O)c(CC=C(C)C)c1	-2	0	36	10	42	9	36	0	17	-3	11
15	CCOC(=O)c1cn2nc(Oc3ccc(OC)cc3)ccc2n1	-8	-11	-15	-21	-9	5	3	2	0	1	-8
16	C[C@@H]1CN([C@H](C)CO)S(=O)(=O)c2ccc(-c3cccc(C#N)c3)cc2O[C@H]1CN(C)C(=O)Nc1cc(F)ccc1F	-1	?	-1	38	-7	0	3	8	20	8	-3
17	Cc1ccc(S(=O)(=O)N2CCOCC2)cc1NC(=O)CSc1nnc(NC2CC2)s1	-3	.	7	-13	13	1	6	-6	-4	5	-23
18	CCOC(=O)c1[nH]cnc1C(=O)Nc1cccc(N)n1	-5	6	-21	8	-26	1	11	-11	-7	-6	-22
19	O=C(COc1ccc(S(=O)(=O)N2CCOCC2)cc1)NCc1ccccc1	-1	2	-6	23	0	10	-7	-1	-12	-4	-21
20	COc1ccc(NC2CCCN(C(=O)c3cccc(C)n3)C2)cc1OC (stereo not drawn)	2	15	0	-16	18	-13	-48	1	-1	1	6
21	Nc1ccc(C23CC4CC(CC(C4)C2)C3)cc1	-4	4	0	-23	11	-58	7	-9	15	-12	-3
22	COc1cccc(-n2c(SCC(=O)N3CCc4ccccc43)nnc2-c2c[nH]c3ccccc23)c1	-3	-9	20	2	-8	59*	-8	-1	15	-17	-5
23	CC(OC(=O)c1cccs1)C(=O)NC1CCCCC1C (stereo not drawn)	8	1	-24	-1	12	-14	6	2	13	6	-8
24	COC(=O)c1cc(NS(=O)(=O)c2ccc(C)c3ccccc23)ccc1N1CCOCC1	3	-13	-11	1	-1	3	15	6	-23	1	-4
25	COC(=O)C[C@H]1c2cc(F)ccc2S(=O)(=O)N1Cc1ccccc1	-8	-3	-18	-4	-7	-4	4	1	-1	-1	-1
26	CCCCOC(=O)c1ccc(NC(=O)CSc2nncn2C)cc1	10	7	4	-2	-13	5	-7	-3	-5	-12	-42
27	CCOc1ccc(N(CC(=O)NCc2cccs2)S(=O)(=O)c2c(C)noc2C)cc1	11	-4	11	3	13	-7	11	1	-4	-3	0
28	N#Cc1ccc(OCC(=O)NCC(c2cccs2)N2CCOCC2)cc1 (stereo not drawn)	9	0	7	4	-27	-3	6	-1	-6	-10	1
29	Cc1cc(C)nc(SCC(=O)NC2CCCCC2C)n1 (stereo not drawn)	-16	-3	-5	-7	-10	-4	18	-2	6	-1	-7
30	Clc1ccccc1Cn1nnc2c(Nc3ccccc3)ncnc21	16	-1	.	-50	-14	-24	-9	7	.	-7	-43
31	Cc1ccc2nc(C(F)C(F)(F)F)[nH]c2c1 (stereo not drawn)	-1	6	-20	16	-10	3	-7	-5	-17	-2	-14
32	O=C(COC(=O)c1cc(=O)c2ccccc2o1)Nc1cc(Cl)ccc1Cl	-16	12	-15	10	-4	-5	-7	-9	-19	-3	3
33	Cn1c(=O)cc(OCC(=O)N2CCC(N3CCCCC3)CC2)c2ccccc21	4	.	-38	-4	-9	13	8	-4	-48	-9	-17
34	OCCC1CN(Cc2ccc3nonc3c2)CCN1Cc1ccsc1 (stereo not drawn)	2	-3	-14	6	-13	-4	14	-11	16	5	6
35	Cc1ccc2sc(=O)[nH]c2c1	2	9	-1	7	8	-2	22	-1	-6	-5	1
36	O=[N+]([O-])c1ccc(S(=O)(=O)Nc2cccc(-c3ccc(N4CCOCC4)nn3)c2)cc1	-4	-3	-28	2	-18	51*	-27	-5	5	-6	-44
37	CCc1nc2ccc(C(=O)NCCCn3ccnc3)cn2c1N(C)Cc1cc2ccccc2s1	3	11	28	-7	-4	12	5	.	5	.	-5
38	COC(=O)C1CCCCN1C(=O)c1ccc2oc(Cc3ccccc3)nc2c1 (stereo not drawn)	-2	-4	-16	-61	-66	1	-42	4	-31	-31	-52
39	CC1CCCC(NC(=S)NC(=O)c2ccco2)C1C (stereo not drawn)	9	-3	7	-7	-4	-24	13	3	13	-4	-5
40	O=C(NC1=NCCS1)C1CCN(S(=O)(=O)c2ccccc2C(F)(F)F)CC1	0	-6	3	-3	0	-12	9	-12	-13	-1	8
41	NC(=O)CN(c1ccc(Oc2ccccc2)cc1)S(=O)(=O)c1ccccc1	1	3	7	6	7	-15	14	-1	1	-12	-9
42	Cc1ccc(C(=O)N2CCCC(CCC(=O)NCc3ccccc3F)C2)cn1 (stereo not drawn)	2	9	-28	-14	-17	-7	-13	1	-5	5	-34
43	COc1ccccc1NC(=O)Nc1ccc(C(N)=O)cc1	-8	1	-22	-18	-11	1	-21	-6	-18	1	-7
44	Cc1ccc(CN2CCC(Oc3cccc(C(=O)N(C)CCN(C)C)c3)CC2)cc1C	-12	2	-1	-11	14	7	10	-6	8	-16	-5
45	O=C(Nc1sc2c(c1C(=O)O)CCCC2)c1cccc(Cl)c1	-6	-19	-54	6	-18	1	26	-3	-25	15	23
46	Cc1ccc(S(=O)(=O)N2[C@@H](c3ccc(F)cc3)C(C(=O)O)=CC[C@H]2c2ccc(Cl)cc2)cc1	10	.	1	-13	13	12	-6	1	12	2	-12
47	CSCCC(NC(=O)c1ccco1)C(=O)NCCc1ccc(Cl)cc1 (stereo not drawn)	-7	32	3	11	-6	1	-16	-1	7	1	-5
48	O=C(CNC(=O)c1cccs1)N=Nc1c(O)[nH]c2ccc(Br)cc12	2	0	4	11	-2	3	5	9	1	7	-12
49	Cn1c(=O)c2c(-c3cccc(Br)c3)c(C#N)c(N)nc2n(C)c1=O	-4	0	-60	16	-7	-1	14	-4	-22	-3	6
50	c1ccc(Oc2cccc(OCCCn3cncn3)c2)cc1	-6	8	-40	-5	-30	-2	17	-5	9	-16	8
51	Cc1nn(C)c(C(=O)N2CCc3ccccc32)c1Cl	1	4	-18	14	7	-11	6	0	-9	0	-11
52	CC1(C(=O)NS(=O)(=O)c2ccc(Cl)s2)CCN1C(=O)CCc1ccccc1 (stereo not drawn)	0	-10	20	-21	-6	-19	-2	.	15	.	-17
53	O=C(NC(=S)Nc1nc2c(s1)CCCC2)c1ccccc1	-3	2	-46	-65	23	71*	-116	-2	-6	-27	-81
54	CCc1ccccc1NC(=O)CNC(=O)c1ccc(-n2cncn2)c([N+](=O)[O-])c1	-4	2	-10	-9	5	13	-4	11	17	1	-4
55	CCc1ccc(CN2CCCC(CNC(=O)c3cccc(OC)c3OC)C2)cc1 (stereo not drawn)	-17	25	-34	10	0	0	11	-11	2	-4	-1
56	CCc1nc(N2CCN(C(=O)CCl)CC2)c2c3c(sc2n1)CC(C)CC3 (stereo not drawn)	5	-2	21	23	-10	87*	-13	-2	14	8	-9
57	Nc1ccccc1C(=O)NC1CCCNC1=O (stereo not drawn)	-3	3	15	3	-11	2	-7	.	4	.	5
58	Cc1ccc(NC2(C#N)C(=O)Nc3ccccc32)cc1 (stereo not drawn)	4	-3	-18	-9	-23	-3	1	-12	9	-1	0
59	CCOC(=O)C1CCCN(c2c(N3CCC(N4CCCCC4)CC3)c(=O)c2=O)C1 (stereo not drawn)	2	-5	5	7	-9	-9	-2	5	-11	-11	8
60	Cc1nnc(N2CCCCC2)c2ccccc12	-1	6	-7	13	5	-10	-2	-2	-12	-2	-13

Later entries.
item	Structure	NOD2-RIPK2 inh	Vif inh	SRC2 inh	NR5A2 inv ag	TROY signal inh	C8 TRAIL sens	SRC3 inh	TLR9-MyD88 inh	NR2F2 inh	LMP1 NFkB inh	NCOA1 inh
61	O=C(Nc1sc2c(c1C(=O)O)CCCCC2)c1ccco1	-6	10	-60	-58	1	33	-21	-8	-24	4	-129
62	O=C(C[C@H]1C/C=C\C[C@H](NC(=O)OCC2c3ccccc3-c3ccccc32)C(=O)O[C@H](c2ccccc2)CNC1=O)N[C@H](CO)Cc1ccccc1	-12	-3	.	4	-7	85*	-8	-11	.	-7	-1
63	CCc1ccccc1NC(=O)Nc1ccon1	-16	2	14	9	10	-6	-15	-11	1	0	3
64	CCc1ccccc1N(C(=O)CCC(=O)Nc1cc(C)on1)C(C(=O)NC1CCCC1)c1ccco1 (stereo not drawn)	-14	.	-1	2	15	4	-2	-4	2	3	-3
65	COc1ccc(SCC(=O)Nc2ccccc2Cl)cc1	-5	0	-8	7	-1	-6	8	-6	12	-4	-11
66	CCOc1ccc(C2C(C(=O)O)c3ccccc3C(=O)N2CCN2CCOCC2)cc1 (stereo not drawn)	8	.	-27	-8	-18	0	-8	-9	-7	-5	-25
67	CCOCCCn1c(SCC(=O)Nc2cccc(OC)c2)nc2ccccc2c1=O	-4	1	2	-2	-10	19	2	-5	22	2	2
68	Fc1cccc(CNc2ncnc3ccc(-c4ccc5c(c4)OCO5)cc23)c1	-1	-4	17	6	35	14	-2	-4	16	-1	6
69	COCc1cc(C)nc2oc(C(=O)c3ccccc3)c(N)c12	-9	-16	1	11	-5	5	-30	0	-13	-17	-1
70	O=C(NCC1CCCO1)c1ccccc1OCc1ccc(F)cc1 (stereo not drawn)	-2	-3	16	9	-1	-12	9	0	25	-6	3

Assay outcomes: PubChem BioAssay, several laboratories

Only part of the results is shown; the hit share may differ from the screen's.
